Assay outcomes deposited in PubChem BioAssay by National Center for Advancing Translational Sciences (NCATS).
ATXN viability – Viability Counterscreen for Primary qHTS for Inhibitors of ATXN expression. actives 0.49% (n = 400,000). Potency, µM (series often up to 56.7 µM), usual class: cytotoxic. S2 cells (HEK-293 line with an ATXN2-luciferase reporter) viability, CellTiter-Fluor protease fluorescence, 24 h; also: potency is read from the fitted curve at half-maximal effect; nearly all actives have a fitted effect of over 40% in size
Nrf2 block – Nrf2 qHTS screen for inhibitors; A549 ARE-Fluc reporter, luciferase luminescence, 18-24 h; Potency, µM (doses to about 46 µM), inactives show at the highest dose activity change, negative = inhibition, usual class: inhibitors; actives 2.1% (n = 360,000); also: potency is read from the fitted curve at half-maximal effect; % is scaled to controls: 0 for no effect and ±100 for the full control effect; nearly all actives have a fitted effect of over 60% in size
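Quantitative HTS in A549 cells stably bearing an antioxidant response element-firefly luciferase construct. Inhibition of Nrf2-driven transcription was scored by luminescence after 18-24 h of compound exposure at 37 °C.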
HepG2 viability – qHTS for Inhibitors of TGF-b: Cytotox Counterscreen. AID 588856, 2011. Potency, µM (top dose mostly 46.1 µM), inactives show at the top dose activity change, negative = cytotoxicity, usual class: cytotoxic. actives 0.76% (n = 410,000). HepG2 CAGA-GFP viability, ATP luminescence, 18 h; also: potency is read from the fitted curve at half-maximal effect; some results filed as inactive show a strong effect at the top dose
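CellTiter-Glo luminescence gave cytotoxicity after 18 hours at 37 degrees C. The cells were HepG2 CAGA-GFP in 1% FBS DMEM, stimulated with 500 pg/mL TGF-beta after compound addition. %Activity was normalised to no-cell wells (complete cell-killing) and DMSO (no toxicity), and curves were fitted and classified.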
IL1B secr inh – qHTS for Inhibitors of Inflammasome Signaling: IL-1-beta AlphaLISA Primary Screen; THP-1 LPS/ATP IL-1B secretion, AlphaLISA, 16 h; stronger effect = lower value; AID 743279, 2014; actives 4.7% (n = 360,000); activity change, % at 57.5 µM; in the data active = activity change below about -50%; inconclusive = mostly about -30% to -49%; also: % is scaled to controls: 0 for no effect and ±100 for the full control effect
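THP-1 cells pretreated 1 hr with compounds (up to 57.5 uM final), then stimulated with LPS (250 ng/mL final) plus ATP (1.25 mM final); secreted IL-1B measured by AlphaLISA after 16 hr, decreased signal indicating inhibition.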
ATXN2 expr inh – Primary qHTS for Inhibitors of ATXN expression; HEK-293 ATXN2-luciferase reporter, luminescence, 24 h; Potency, µM (top dose mostly 57 µM), without a hit: at the highest dose activity change, negative = inhibition, actives largely listed as inhibitors; actives 0.72% (n = 360,000); AID 1745845, 2022; also: potency is read from the fitted curve at half-maximal effect; % is scaled to controls: 0 for no effect and ±100 for the full control effect; nearly all actives have a fitted effect of over 55% in size
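qHTS (up to 57 uM final) was run with 24 h compound exposure of reporter cells at 37 °C. Each well was multiplexed: SteadyGlo luminescence measured ATXN2-luciferase expression after a fluorogenic Gly-Phe-AFC viability readout (25 uM final).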
A549 viability – Nrf2 qHTS screen for inhibitors: counterscreen for cytotoxicity. actives 0.16% (n = 390,000). A549 ARE-Fluc cells, CellTiter-Fluor viability, 18-24 h. Potency, µM (top dose mostly 46 µM), for the others: at the highest dose activity change, negative = cytotoxicity, hits mostly inhibitors; also: potency is read from the fitted curve at half-maximal effect; % is scaled to controls: 0 for no effect and ±100 for the full control effect
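A549 ARE_Fluc cells in 5% FBS OPTI-MEM were exposed to compounds in concentration-response for 18-24 h at 37 deg C. Viability was read by CellTiter-Fluor fluorescence (Ex 405/Em 525) after 30 min, before the luciferase read.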
TGFb SMAD3 inh – qHTS for Inhibitors of TGF-b; actives 1.2% (n = 410,000); HepG2 CAGA-GFP TGF-b/SMAD3 reporter, GFP fluorescence, 18 h; TGF-beta stimulated, 500 pg/mL final; Potency, µM (top dose mostly 46.1 µM), for the others: at the highest dose activity, negative = inhibition, usual class: inhibitors; also: potency is read from the fitted curve at half-maximal effect; % is scaled to controls: 0 for no effect and ±100 for the full control effect; nearly all actives have a fitted effect of over 65% in size
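HEPG2 CAGA-GFP reporter cells (1000/well, DMEM with 1% FBS) received compounds, then recombinant TGF-beta at 500 pg/mL final for 18 hours at 37 degrees C. Per-cell GFP summed per well was normalised to unstimulated and stimulated DMSO controls before curve fitting.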
MCF10A rerep – A quantitative high throughput screen for small molecules that induce DNA re-replication in MCF 10a normal breast cells. MCF 10A DNA re-replication, Hoechst nuclear intensity, 48 h. Potency, µM (highest dose often 46.1 µM), for inactives: at the highest dose activity, positive = re-replication, actives largely listed as activators. actives 2.9% (n = 350,000). AID 624296, 2012; also: potency is read from the fitted curve at half-maximal effect; % of control where 0% means no effect; nearly all actives have a fitted effect of over 50% in size
Nrf2 ARE act – qHTS of Nrf2 Activators; AREc32 ARE-luciferase reporter (MCF7-derived line), luminescence, 24 h; Potency, µM (doses to about 46.1 µM), for inactives: at the highest dose activation, actives largely listed as activators; actives 0.31% (n = 410,000); AID 624171, 2012; also: potency is read from the fitted curve at half-maximal effect; % of control where 0% means no effect; nearly all actives have a fitted effect of over 65% in size
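Quantitative high-throughput format: AREc32 reporter cells, 1000 per well, received compound by pin transfer and were incubated 24 hr at 37 deg C, 5% CO2, before Steady-Glo luminescence detection.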
Starred values were filed as active, the others as inactive; i = inactive; ? = inconclusive; . = no result given; & = joins results of further samples; [ ] = remark or other dose. Unless noted, calls follow the shape of the dose curve; as a rule, active = well fitted curve in the direction sought with a large enough effect; inconclusive = small, poorly fitted or top-dose-only effect, or another doubt; inactive = no such curve, though single readings can be large; an effect the other way counts as inactive or inconclusive.

SMILES | ATXN viability | Nrf2 block | HepG2 viability | IL1B secr inh | ATXN2 expr inh | A549 viability | TGFb SMAD3 inh | MCF10A rerep | Nrf2 ARE act
S=C(NCC1CCCO1)N1CCN(c2cccc(Cl)c2)CC1 (stereo not given) | i | 21µM* | -16% | -5 | . | -1% | -15% | -1% | 0.0%
Cc1cccc(-c2c3c(=O)n(C)c(=O)n(C)c3c3cccnn23)c1 | i | 3% | 4% | -4 | 2% | -5% | 2% | -8% | -0.1%
Cc1ccc(SCC2(O)CCN(C(=O)c3ccc(Cl)cc3)CC2)cc1 | i | -18% | -2% | 29 | 0% | -5% | -24% | 8% | 2.3%
CC(/C=N/NC(=O)Cc1cc(=O)[nH][nH]1)=C\c1ccccc1 | i | 2% | -2% | -7 | -3% | -8% | 0% | 14% | -0.6%
CCS(=O)(=O)N1CCN(CC2CC3C=CC2C3)CC1 (stereo not given) | i | -4% | -11% | 18 | 0% | 0% | -5% | ? | 0.4%
CSCCC(=O)N1CCC(n2nccc2NC(=O)c2ccc3c(c2)OCO3)CC1 | i | ? | -18% | 8 | 115%[activator] | -1% | -13% | 0% | 5.4%
O=C(Nc1ccc([N+](=O)[O-])cc1)C1(c2ccccc2)CCOCC1 | i | 7% | 9% | -20 | 8% | -2% | 12% | 14% | -1.2%
Cc1cccc(Nc2nc(-c3ccncc3)cs2)c1 | i | 12% | -56% | -29 | 4%&11% | 19% | -14% | ? | 27%
CCOc1ccc(C2C(C(=O)c3cccs3)=C(O)C(=O)N2Cc2cccnc2)cc1OC (stereo not given) | i | 1% | -3% | 7 | -17% | -1% | 6% | -4% | -0.7%
CC(=O)c1c(C)[nH]c(C(=O)OCc2nc3ccsc3c(=O)[nH]2)c1C | i | 6% | -23% | 18 | 52%[activator] | 4% | ? | 15% | 6.2%
CCOc1ccc(CCNC(=O)COC(=O)c2[nH]c(C)c(C(C)=O)c2C)cc1OCC | i | . | -19% | -7 | . | . | -17% | . | 5.7%
CCc1ccc(NC(=O)c2cc3c([nH]c2=O)CC(C)(C)CC3=O)cc1 | i | 20% | 10% | . | 16% | -4% | 29% | . | 1.6%
COc1ccc(C(=O)OC(C)C(=O)NC2CCCc3ccccc32)cc1OC (stereo not given) | i | ? | 0% | -52* | 2% | 10% | 0% | 8% | 0.6%
Cc1cccc(C(=O)OCC(=O)N(CC(C)C)c2c(N)n(Cc3ccccc3)c(=O)[nH]c2=O)c1C | i | -23% | -14% | -19 | -11% | -4% | -3% | 9% | -0.5%
COc1ccc(-n2nc([N+](=O)[O-])c(=NCc3ccc4c(c3)OCO4)n2O)cc1 | ? | ? | -3% | ? | 45%[activator] | -21% | ? | -2% | 3.5%
S=c1[nH]ccn1-c1ccc(Cl)cc1 | i | -2% | 14% | -8 | -7% | -13% | -3% | 1% | -0.5%
O=C(Nc1cc(Cl)ccn1)C1(c2ccccc2)CC1(Cl)Cl (stereo not given) | i | ? | -30% | -20 | -23% | 0% | ? | 7% | -0.5%
O=C(O)c1ccc(NC(=S)NC(NC(=O)c2ccco2)C(Cl)(Cl)Cl)cc1 (stereo not given) | . | 1% | 8% | -11 | . | 3% | -10% | -1% | -0.5%
O=C(NCCc1ccccc1)C1=COCCO1 | i | ? | 0% | 13 | 2% | 2% | -3% | -10% | 0.1%
Cc1ccc(SCC(=O)Nc2ccc(N3CCN(C)CC3)c(F)c2)cc1 | i | ? | -39% | 11 | 38%[activator] | 14% | ? | ? | 2.3%
O=C(NCc1cccnc1)c1ccc2c(c1)OCO2 | i | 9% | 2% | 0 | -5% | -6% | ? | 14% | -0.8%
NS(=O)(=O)c1ccc(N/N=C/c2ccncc2)cc1 | i | 8% | 1% | 0 | -7% | -2% | 17% | -35%[inhibitor] | 0.2%
COc1ccc(NC(=O)c2ccc(-c3ccccc3C(F)(F)F)o2)cc1 | i | -6% | 1% | 2 | 9% | 0% | ? | ? | 4.5%
COc1ccc(CNC(=O)CN(C(=O)c2csnn2)c2cccc3c2CCCC3)cc1 | i | 8% | 6% | -28 | 1% | 0% | 3% | -3% | 1.8%
CC(C)CNC(=O)C1CCN(CC2CCCCC2)CC1 | i | 5% | 3% | 30 | -4% | 1% | 13% | 0% | 0.2%
SMILES | ATXN viability | Nrf2 block | HepG2 viability | IL1B secr inh | ATXN2 expr inh | A549 viability | TGFb SMAD3 inh | MCF10A rerep | Nrf2 ARE act
CN(C)CCCNC(CC(=O)Nc1cccc([N+](=O)[O-])c1)C(=O)O (stereo not given) | i | 14% | 13% | 24 | 4% | 5% | ? | -2% | -0.4%
Cc1nn(-c2ccccc2)c(C)c1NC(=O)COC(=O)c1ccc(NC(=O)CC#N)cc1 | i | 10% | -8% | 5 | 5% | 0% | 2% | 7% | 0.7%
O=C(CSc1nnc(-c2ccccc2)o1)NC(=O)Cc1ccccc1 | i | 1% | -28% | 7 | 5% | -2% | ? | ? | -0.4%
CN(Cc1cn[nH]c1-c1ccc2c(c1)OCO2)C1CCOCC1 | i | ? | 24% | 4 | 3% | 3% | -2% | 1% | 1.7%
CCc1noc(C)c1C(=O)OC(C)C(=O)Nc1ccc(Cl)cn1 (stereo not given) | i | 5% | -26% | 4 | . | 16% | ? | 7% | -0.7%
O=C(COc1cccc(C(F)(F)F)c1)Nc1ccccc1N1CCCCC1 | i | 11% | -10% | 23 | -3% | -2% | 2% | 6% | -0.8%
CCOc1ccc(CCN2C(=S)N([C@@H](CC(C)C)CN3CCC[C@@H]3CN3C(=S)NC[C@@H]3CC(C)C)C[C@@H]2Cc2ccc(O)cc2)cc1 | 13µM* | . | -44% | . | ? | . | 6.3µM* | . | -1.1%
CCc1cc2c(NC(C(=O)O)C(C)C)ncnc2s1 (stereo not given) | i | -3% | -7% | 11 | -1% | -3% | 0% | 0% | 0.2%
COc1cc2c(cc1NC(=O)/C=C/c1ccccc1)oc1ccccc12 | i | ? | -14% | ? | -26% | -11% | 27% | -6% | 5.8%
CC(C)n1cnc2c(N(C)c3cccc(Cl)c3)nc(N(CCO)CCO)nc21 | i | -1% | -7% | -3 | -8% | -9% | -2% | -9% | 7.3%
O=C(NC(c1ccc(-c2ccccc2)cc1)c1cnccn1)C1CCN(CCCOc2ccccc2)CC1 (stereo not given) | 32µM* | . | -97% | -21 | ? | . | ? | . | -2.8%
CC(C)(C)c1ccc(OCC(=O)N2CCN(c3ccccn3)CC2)cc1 | i | -21% | -12% | -5 | 2% | -2% | -1% | ? | 1.7%
CCOC(=O)c1cnc2c(cnn2C)c1NCCCn1ccnc1 | i | -8% | 1% | -10 | -6% | 2% | -13% | 10% | 0.6%
COc1ccc(OC)c(NC(=O)C(=O)NCCC2=CCCCC2)c1 | i | 4% | 12% | -3 | 6% | 15% | 0% | ? | 0.7%
COC(=O)CNC(c1ccccc1)c1cc(C)ccc1NC(=O)CNC(=O)OCc1ccccc1 (stereo not given) | ? | 12% | -18% | -27 | -6% | -7% | -6% | 2% | -0.3%
COc1ccc(NC(=O)Cn2c(=O)n(-c3cccc(C)c3)c(=O)c3c2c2cc(C)ccc2n3C)cc1Cl | i | -10%[9.27 µM] | -18% | . | 0% | 0% | -17% | . | -0.4%
O=c1[nH]c(=O)c2[nH]c(=S)n(-c3ccccc3)c2[nH]1 | i | 13% | 3% | 29 | -12% | -5% | -3% | -8% | 1.0%
CCCCn1c(N)c(N(CC(C)C)C(=O)CC2CCCCC2)c(=O)[nH]c1=O | i | -16% | 9% | 10 | -13% | -2% | 15% | 11% | -0.1%
O=[N+]([O-])c1ccccc1S(=O)(=O)N1CCN(CC2CC3C=CC2C3)CC1 (stereo not given) | i | 4% | -4% | 24 | -6% | 5% | -2% | 4% | -0.9%[9.22 µM]
CC(Sc1nnnn1-c1ccccc1)C(=O)Nc1ccccc1-c1ccccc1 (stereo not given) | i | -9% | 7% | -23 | -6% | 19% | -17% | ? | -0.2%
CCC(=NNC(=O)c1cccc(S(=O)(=O)N2CCOCC2)c1)c1ccccc1 | i | 6% | -1% | 13 | 10% | -6% | -11% | -2% | 0.4%
CCN(CC)CCCCN1c2ccccc2Sc2ccccc21 | ? | ? | -83% | -70* | ? | -12% | ? | 26µM* | 12%
Clc1nc2ccccc2cc1-c1nnn(-c2ccccc2Br)n1 | i | 24% | -3% | -15 | 41%[activator] | -1% | 2% | ? | 12%
COc1cccc(-c2nc(CS(=O)(=O)CC(=O)Nc3ccccc3Br)c(C)o2)c1 | ? | ? | -25% | -8 | -31% | 0% | -20% | 7% | 2.6%
N#CCCn1cc(/C=N/NC(=O)c2ccncc2)c(-c2ccc(F)cc2)n1 | i | 0% | 18% | 7 | -12% | -2% | 13% | 1% | -0.3%
O=C(N/N=C/c1ccc(-c2cccc(C(F)(F)F)c2)o1)c1ccccc1O | ? | 3% | -16% | 0 | ? | -2% | -17% | ? | 0.5%
Cc1cccc(C)c1NC(=S)N(CCN1CCCCCC1)Cc1ccco1 | i | 3% | 5% | -21 | -6% | -6% | -14% | 3% | -0.6%
COc1ccc(/C=C/C(=O)OCC(=O)N2CCCCCC2)c(OC)c1 | i | -25% | 0% | -18 | 4% | 4% | -14% | 5% | 2.5%
O=C(Nc1cccc(-c2nnc(-c3ccco3)o2)c1)C(c1ccccc1)c1ccccc1 | i | 21µM* | -8% | -21 | 1% | -26% | 1% | 9% | -0.4%
